UTI89 phage lysis = protection from phage-mediated lysis, alamar blue read-out – E. coli UTI89, K1F phage, bacterial capsule biogenesis inhibitors (AID 488966); E. coli UTI89 K1F phage lysis, alamar blue, 2 h; higher % means a stronger effect; one-dose inhibition, % at 100 µM; IC50 in µM for titrated hits; actives 0.02% (n = 340,000);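 active means phage lysis inhibition, versus mean bacterial control, above a set limit; inconclusive means no clear call, values can overlap the other calls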;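 further: capsule biogenesis inhibitors block K1F phage lysis so surviving cells raise fluorescence; higher fluorescence means more inhibition of phage lysis; actives were called in the ten point dose series up to 300 µM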
TNAP activation fold = stimulation of alkaline phosphatase TNAP activity – biochemical, luminescent, no phosphate acceptor, uHTS, primary screen (AID 1001); purified TNAP, luminescent activation assay, no phosphate acceptor; higher activation fold means a stronger effect; one-dose activation fold at 20 µM; EC50 in µM for titrated hits; actives 0.03% (n = 200,000); in the data active means activation fold from about 3, or a potency from the dose series; inactive means the rest, 99 in 100 with activation fold below about 1.6; further: many of its hits are not listed in these tables
human PMI inhibitors = human PMI inhibitors, high substrate, primary screen, biochemical, fluorescence intensity, high mannose 6-phosphate (AID 1220); actives 0.66% (n = 190,000); recombinant PMI enzyme, coupled fluorescence intensity; higher % means a stronger effect; inhibition, % at 20 µM; hits with a dose series show IC50 in µM
P. falciparum M1AAP = malaria alanyl aminopeptidase activity blockers – biochemical, fluorogenic H-Leu-NHMec substrate, 1536-well (AID 1445). recombinant M1AAP, H-Leu-NHMec fluorogenic kinetic assay; higher % means a stronger effect. inhibition, % at 30 µM; hits with a dose series show IC50 in µM. actives 0.42% (n = 220,000);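 active means primary inhibition above the hit cutoff, then over 50% inhibition at one or more dose response concentrations, cut at about 23% in these data, passing the limit was not always enough; inconclusive means conflicting primary data, or primary hits not chosen for dose response; inactive means low primary inhibition, or under 50% at every dose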;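 further: plate controls were DMSO full reaction for no effect and no enzyme background for full effect; strong numbers were not always called active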
P. falciparum M17LAP = P. falciparum M17LAP inhibitors, primary screen, biochemical, fluorogenic H-Leu-NHMec substrate, 1536-well (AID 1619); recombinant M17LAP, H-Leu-NHMec fluorogenic kinetic assay; higher % means a stronger effect; inhibition, % at 30 µM; hits with a dose series show IC50 in µM; actives 0.38% (n = 220,000);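 active means compound inhibiting the enzyme by more than half at any dose during confirmatory dose-response retesting; inconclusive means strong single-dose inhibitors picked by rank but not retested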;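 further: plate controls were full reaction with DMSO carrier for no effect and no enzyme background for full effect; strong numbers were not always called active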
West Nile antiviral = inhibition of WNV-induced cytopathic effect – cell-based, CPE readout (AID 1621); West Nile virus-infected cells, CPE inhibition; higher % means a stronger effect; CPE inhibition, % at 10 µM; hits with a dose series show IC50 in µM; actives 0.02% (n = 290,000); in the data active means a potency from the dose series; inconclusive means CPE inhibition mostly from about 3.7% at the one dose, without a potency; inactive means the rest, 99 in 100 with CPE inhibition below about 2.2%; further: strong numbers were not always called active
T cell modulator = T cell immune modulators affecting CD8 T cell-vesicle binding; 2C CD8+ T cell-vesicle binding, flow cytometry; active compounds read low; calls only at 7 µM; actives 0.068% (n = 330,000);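 active means response, share of CD8 T cells binding vesicles, and their 90th percentile fluorescence all below set limits, cut at about 80% in these data, passing the limit was not always enough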
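Incubation: binding step 1.5 h, 37 °C, antibody labelling 20 min, ice; system: murine 2C transgenic CD8+ T lymphocytes; technique: cytometric PE anti-B7-1 and Alexa647 anti-CD8 signals after 1% paraformaldehyde fixation; also added: QL9-charged Drosophila Ld/ICAM-1/B7-1 vesicles; control set: naked versus QL9-loaded vesicles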
human PMI inhibition = MPI enzyme activity inhibition – biochemical, fluorescence intensity, coupled assay, primary screen (AID 1209). purified PMI enzyme, coupled fluorescence intensity; higher % means a stronger effect. one-dose inhibition, % at 20 µM; IC50 in µM for titrated hits. actives 0.42% (n = 190,000);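 further: plate controls were DMSO vehicle for no effect and wells lacking substrate for full effect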
RSV CPE inhibition = RSV antiviral activity via CPE protection, HEp-2 cells, primary 10 µM value included (AID 2391); HEp-2 cells, RSV-induced CPE inhibition; higher % means a stronger effect; CPE inhibition, % at 10 µM, or IC50 in µM where a hit was titrated; actives 0.13% (n = 310,000); in the data active means a potency from the dose series; inconclusive means CPE inhibition mostly from about 23% at the one dose, without a potency; inactive means the rest, 99 in 100 with CPE inhibition below about 21%; further: strong numbers were not always called active
T cell modulator vesicle-bound % = second read-out of T cell modulator, no call of its own (marks repeat the call); double positive events, %; measured here: CD8+ vesicle-bound cell fraction;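 binding gate set so that unloaded-vesicle control wells show 10% double positive cells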
An asterisk follows results filed as active; i = inactive; ? = inconclusive; nt = no result given; & = joins results of further samples; [ ] = dose if it differs, or a comment. Unless noted, no stated cut-off is given here; in the data, active means inhibition above about 50%; inactive means the rest.

SMILES	UTI89 phage lysis	TNAP activation fold	human PMI inhibitors	P. falciparum M1AAP	P. falciparum M17LAP	West Nile antiviral	T cell modulator	T cell modulator vesicle-bound %	human PMI inhibition	RSV CPE inhibition
CN1C(=O)[C@H]2[C@@H](/C=C/c3ccccc3)N3C(=O)CN(CCO)C(=O)[C@@]3(C)[C@H]2C1=O	0.1%	nt	nt	nt	nt	0.7%	i	34.0	nt	-0.1%
O=C(NCCCO)c1cc2c(cn1)[nH]c1ccccc12	0.1%[50 µM]	nt	nt	nt	nt	-0.5%	i	48.8	nt	3.9%
Cc1noc(C)c1CSc1nc2ccccc2c(=O)n1-c1ccc(Cl)cc1	1.4%	1.2	-0.9%	6.5%	-6.8%	2.4%	i	16.5	1.5%	0.1%
Cc1ccc(S(=O)(=O)N2CCC(C(=O)N[C@@H](C)C(=O)NCc3ccccc3)CC2)cc1	0.1%	1.1	3.6%	5.3%	6.8%	-0.4%	i	16.0	2.8%	-0.8%
N/C(=N/OC(=O)c1ccccc1Cl)c1nonc1N	-2.5%	1.1	0.8%	9.5%	6.2%	0.3%	i	65.1	-5.2%	?
O=C(O)CCN1CCc2ccccc2C1c1cccs1 (stereo not drawn)	0.1%	1.1	-3.7%	0.1%	-10.2%	0.1%	i	58.7	-4.5%	0.7%
CC(C)CCNC(=O)c1onc(CSc2ccncc2)c1C(=O)NCCC(C)C	0.5%	nt	nt	3.8%	9.4%	-0.1%	i	24.0	nt	-0.9%
COC(=O)c1ccc2c(=O)n(-c3ccc(OC)cc3)c(=S)[nH]c2c1	0.0%	1	3.7%	4.1%	0.8%	-0.1%	i	43.8	1.5%	2.8%
O=C(N1CCOCC1)N1CCN(c2ccccn2)CC1	4.9%	1.1	15.0%	9.3%	0.1%	-0.1%	i	23.6	16.6%	0.0%
CCc1c(C)n([O-])c2c([n+]1=O)CCC2	7.0%	1.1	3.5%	1.6%	1.1%	0.0%	i	57.1	4.7%	1.9%
COc1ccc(Cl)cc1N1C(=O)C2CCCN2C1c1sccc1C (stereo not drawn)	-0.1%	1	9.0%	5.8%	4.1%	-0.1%	i	18.2	5.2%	0.0%
COc1ccc(C(=O)Nc2cccc(C(C)=O)c2)cc1S(=O)(=O)N1CCOCC1	-0.7%	1.1	-5.1%	0.1%	-7.2%	0.2%	i	19.5	-4.0%	0.8%
CCn1c(SCC(=O)Nc2ccc3c(c2)OCO3)nc2c(c1=O)SC(C)C2 (stereo not drawn)	-1.1%	0.9	-1.4%	3.7%	5.7%	-0.1%	i	44.9	5.7%	2.2%
Clc1ccc(Cn2c(CN3CCCC3)nc3ccccc32)cc1	nt	1.1	-21.6%	-0.3%	-2.3%	nt	i	63.6	-29.1%	4.7%
CC1(C)CC(CCNC(=O)CCl)(c2ccccc2)CCO1 (stereo not drawn)	-0.2%	nt	nt	6.7%	-7.9%	0.6%	i	20.7	nt	0.7%
Cn1c(CNC(=O)OC(C)(C)C)nnc1SCC(=O)N1CCOCC1	0.0%	nt	nt	2.9%	-5.4%	0.6%	i	33.2	nt	-0.5%
CCC(C)NC(=O)c1ccc(N2CCC3(CC2)OCCO3)c([N+](=O)[O-])c1 (stereo not drawn)	1.7%[50 µM]	1	8.3%	2.1%	-30.2%	-0.2%	i	6.1	19.1%	1.0%
COc1ccc(-c2csc(NC(=S)NC(=O)/C=C/c3ccc(C(C)C)cc3)n2)cc1OC	1.8%[50 µM]	nt	nt	nt	nt	0.7%	i	32.4	nt	6.6%
O=C(NCCCn1ccnc1)c1nc(Cn2ccc([N+](=O)[O-])n2)no1	0.3%	nt	nt	nt	nt	0.3%	i	34.0	nt	-0.6%
COc1ccc(NC(=O)c2cn(C)c(=O)c3cc(OC)c(OC)cc23)cc1OC	0.4%[50 µM]	nt	nt	nt	nt	-0.3%	i	45.0	nt	0.9%
CCN1c2ccccc2NC2N=C(OC)C(c3ccccc3)C21 (stereo not drawn)	0.7%	1	34.0%	19.2%	-0.1%	?	i	57.4	40.7%	-1.4%
N/C(COc1ncn(-c2ccccc2)n1)=N\S(=O)(=O)c1ccccc1	0.2%	0.8	-2.1%	1.6%	4.2%	0.1%	i	61.8	0.8%	1.2%
COc1ccc(OC)c(NC(=O)c2ccc(NS(C)(=O)=O)cc2)c1	8.8%	1.1	1.6%	0.7%	10.7%	0.9%	i	59.3	5.7%	1.6%
COc1cccc(C2C(C(=O)c3ccc(C)o3)=C(O)C(=O)N2CCN2CCOCC2)c1 (stereo not drawn)	0.3%[50 µM]	nt	nt	nt	nt	0.1%	i	72.1	nt	1.4%
COc1ccc2c(c1)-c1nc(/N=C/c3cccc(OC)c3O)sc1CC2	3.0%	0.8	nt	8.0%	5.9%	-0.8%	i	25.0	65.8%*	7.5%
Other entries
SMILES	UTI89 phage lysis	TNAP activation fold	human PMI inhibitors	P. falciparum M1AAP	P. falciparum M17LAP	West Nile antiviral	T cell modulator	T cell modulator vesicle-bound %	human PMI inhibition	RSV CPE inhibition
Cc1cccc(N2CCN(C(=O)c3cc(COc4ccc(F)c(F)c4)on3)CC2)n1	0.2%	nt	nt	nt	nt	-1.0%	i	64.8	nt	-1.3%
NC(=O)c1nsc(C(=O)N(c2ccccc2F)C(C(=O)NCc2ccc(F)cc2)c2ccc(O)cc2)c1N (stereo not drawn)	-0.8%	nt	nt	nt	nt	?	i	35.6	nt	14.3%
CCC(C)N1C(=O)CCC1C(=O)NCc1ccc2c(c1)OCO2 (stereo not drawn)	-0.2%	1.1	10.1%	6.7%	8.6%	-0.3%	i	5.0	8.0%	-0.3%
COc1ccc(/C=C/C(=O)Nc2cccc(N3CCOCC3)c2)cc1OC	2.5%[50 µM]	1	9.5%	3.8%	28.9%	0.8%	i	42.5	1.2%	6.5%
Cc1ccc(S(=O)(=O)NC(c2ccccc2)C(C)C(=O)n2nc(C)cc2C)cc1 (stereo not drawn)	1.6%[50 µM]	1.2	6.2%	4.2%	-5.6%	0.4%	i	43.8	2.7%	2.3%
Cn1c(=O)c([N+](=O)[O-])c(NCCCn2ccnc2)c2ccccc21	0.2%	nt	nt	-1.2%	17.2%	-0.3%	i	30.1	nt	1.2%
Nc1c(Br)cc(Br)cc1CNC1CCC(O)CC1 (stereo not drawn)	0.2%&2.6%	nt	nt	nt	nt	0.1%	i	8.6&24.3	nt	-2.6%&-2.0%
CCOc1ccc(N2C(=O)C3C(C2=O)C3(c2ccccc2)c2ccccc2)cc1 (stereo not drawn)	0.9%[50 µM]	1.1	13.7%	-0.2%	6.2%	-0.8%	i	7.5	16.0%	2.3%
O=C(NCc1ccco1)C(c1ccco1)N(Cc1cccs1)C(=O)Cn1nnc2ccccc21 (stereo not drawn)	2.3%	1.1	4.7%	11.2%	14.1%	-0.2%	i	49.6	9.3%	0.7%
CC1CCc2sc(C(=O)N/N=C/c3ccc(O)cc3)cc2C1 (stereo not drawn)	0.3%	nt	nt	8.5%	-2.0%	0.2%	i	54.4	nt	9.4%
O=C1Cc2ccccc2C(c2ccccc2)N1 (stereo not drawn)	0.1%	1	-3.9%	7.7%	0.1%	-0.4%	i	26.1	-8.0%	1.4%
CCOc1ccc(C(=O)Nc2ccc3c(c2)OCO3)cc1OCC	0.2%	1.1	4.4%	4.3%	-12.9%	-0.2%	i	57.5	9.1%	-0.3%
Cn1c(O)c(N=NC(=O)CNC(=O)c2cccnc2)c2ccccc21	0.3%	nt	nt	nt	nt	-0.1%	i	20.2	nt	0.1%
COc1ccc2cc3cc(C(=O)Nc4ccc5c(c4)OCO5)oc3nc2c1	2.3%	1	3.8%	2.0%	-8.0%	0.1%	i	54.7	-16.3%	1.4%
COc1ccc(NC(=O)c2ccccc2-c2ccc(C(F)(F)F)cc2)cc1S(=O)(=O)N1CCOCC1	2.0%[50 µM]	1.1	4.2%	8.8%	6.3%	0.0%	i	45.7	1.3%	0.7%
O=C(CSc1nnnn1-c1ccccc1)Nc1ccc(Cl)cn1	0.2%	1.1	10.6%	1.9%	-15.7%	-0.1%	i	19.1	14.4%	-0.1%
O=C1c2ccccc2C(=O)N1OS(=O)(=O)c1ccccc1	nt	1.1	-17.7%	5.7%	-19.1%	-0.1%	i	52.1	-4.5%	-0.2%
COc1ccc(C(=O)Oc2cc(N)n(S(=O)(=O)c3ccccc3)n2)cc1	-0.2%	1.2	-0.5%	-5.0%	-5.7%	0.5%	i	52.4	-3.1%	1.4%
CCOC(=O)c1sc(SCC(=O)Nc2ccc(N(C)C)cc2)nc1N	4.2%	1.1	22.3%	5.9%	2.9%	-0.5%	i	37.8	8.9%	0.3%
Cc1cc(C)nc(NS(=O)(=O)c2ccc(NC(=O)c3ccc4c(c3)OCCO4)cc2)n1	-0.2%	1.1	14.4%	1.5%	11.1%	-0.3%	i	50.0	9.7%	1.0%
O=C(CCCCCn1c(=S)[nH]c2ccc(N3CCOCC3)cc2c1=O)NC1CCN(Cc2ccccc2)CC1	0.0%	1	11.0%	4.3%	-1.0%	-0.9%	i	27.2	-2.7%	9.4%
CCOC(=O)C1(C)/C(=N/Nc2ccccc2Cl)C(=O)C(=O)N1c1ccccc1 (stereo not drawn)	-2.0%	0.8	-110.8%	9.1%	19.1%	1.3%	i	38.1	-64.3%	0.6%
Cc1cccc(NC(=O)c2cccc(Cn3cc(Br)c([N+](=O)[O-])n3)c2)c1C	-0.2%	1	12.0%	-0.9%	-0.5%	0.1%	i	36.9	10.5%	?
CC1C=CCC2C(=O)N(c3ccccc3OC(=O)c3ccco3)C(=O)C12 (stereo not drawn)	-0.4%[50 µM]	1.1	nt	-1.7%	6.7%	1.0%	i	14.6	nt	-1.5%
C=CCn1c(COc2cccc3ccc(C)nc23)nnc1SCC(N)=O	-0.6%	1.1	11.6%	9.4%	-2.1%	0.1%	i	51.4	15.0%	1.3%
COc1cc2c(cc1OC)CN(c1ccc3ccccc3n1)CC2	-0.9%	nt	nt	nt	nt	0.4%	i	34.9	nt	12.1%
COc1ccc(/C=N/NC(=O)c2cccnc2)cc1O	-0.1%	nt	nt	nt	nt	0.0%	i	61.9	nt	1.2%
CCOC(=O)CSc1nc(NC#N)nc(N(CC)CC)n1	2.5%	1.1	-10.1%	-4.7%	22.6%	0.2%	i	41.3	-9.5%	1.5%
O=C(O)c1cccc(-n2cccc2/C=C2\SC(=O)N(Cc3ccccc3F)C2=O)c1	-1.4%	1	-1.8%	15.3%	24.9%	1.0%	i	45.4	0.5%	5.2%
CC(C)C(=O)NS(=O)(=O)c1ccc(NS(C)(=O)=O)cc1	0.9%	nt	nt	2.5%	-4.8%	-0.1%	i	31.0	nt	1.7%
